CHO-K1 Ca PAM: counter-screen for M1 PAMs: effect in parental CHO-K1 cells. actives 0.02% (n = 360,000). AID 602247. ATP EC20, Fluo-8 calcium fluorescence; 0% at ATP EC20, 100% at ATP max. activation, % at 3 µM;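 active = activation above the run cutoff, the mean activation of all test compounds plus 3 SD, cut at about 40% in these data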;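 note: peak over basal fluorescence ratio in a 140 s read after ATP addition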
CHRM5 agonist: CHRM5 agonism in calcium assay. activation, % at 3 µM. P08912. AID 624037. CHO-K1 hM5 cells, Fluo-8 calcium fluorescence; 0% DMSO wells, 100% maximal acetylcholine response. actives 0.19% (n = 360,000);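 active = activation above the run's mean over test compounds plus 3 SD, cut at about 23% in these data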;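 note: signal is peak over basal fluorescence ratio across the kinetic read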
Target sequence (P08912 whole entry, looked up): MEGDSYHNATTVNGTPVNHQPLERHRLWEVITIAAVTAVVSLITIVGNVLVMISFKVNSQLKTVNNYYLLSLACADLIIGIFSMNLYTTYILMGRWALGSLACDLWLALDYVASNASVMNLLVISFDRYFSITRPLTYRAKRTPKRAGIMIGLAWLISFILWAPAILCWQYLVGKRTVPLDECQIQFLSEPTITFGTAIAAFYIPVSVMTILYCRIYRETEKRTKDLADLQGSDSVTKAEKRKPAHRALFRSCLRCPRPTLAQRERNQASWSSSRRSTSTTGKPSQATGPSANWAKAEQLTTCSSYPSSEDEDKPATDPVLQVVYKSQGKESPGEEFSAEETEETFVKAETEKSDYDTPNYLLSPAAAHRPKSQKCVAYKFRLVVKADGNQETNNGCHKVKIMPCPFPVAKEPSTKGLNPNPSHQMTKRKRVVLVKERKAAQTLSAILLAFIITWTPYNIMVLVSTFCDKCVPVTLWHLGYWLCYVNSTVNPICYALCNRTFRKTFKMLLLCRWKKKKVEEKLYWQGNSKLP
CHRM5 PAM: CHRM5 positive allosteric modulation; P08912; CHO-K1 hM5, Fluo-8 calcium, ACh EC20 PAM; 0% = ACh EC20, 100% = ACh EC100; activation, % at 3 µM; actives 0.3% (n = 360,000); AID 624038;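 active = activation above the run cutoff, the mean activation of all test compounds plus 3 SD, cut at about 18% in these data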
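Probe or stimulus: acetylcholine, EC20 level; Assay system: human M5 receptor in CHO-K1 cells; Schedule: compound preincubation 140 s before EC20 acetylcholine addition; Technique: intracellular calcium via Fluo-8 fluorescence; Dosing: single-point, 3 µM nominal; Read-out basis: percent activation from peak-over-basal fluorescence ratio, scaled EC20-to-EC100 acetylcholine; Repeats: one well per compound, no replicates.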
CRFBP-R2 agonist: agonists of human CRF-binding protein/CRF-R2 receptor complex; actives 0.46% (n = 350,000); HEK293 CRF-R2/CRF-BP, calcium dye fluorescence (FLIPR); percent of saturating CRF peptide response; AID 588473; activation, % at 13.2 µM;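 active = activation of at least 50%, plus an integration ratio under a set limit after plate pattern correction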;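 note: plate controls were neutral control wells without compound for no effect and CRF at EC100 for full effect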
M5 antag: CHRM5 antagonism in calcium assay | P08912 | CHO-hM5 cells, Fluo-8 calcium fluorescence, ACh EC80 | inhibition, % at 3 µM | actives 0.59% (n = 360,000) | AID 624040;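 active = inhibition above a per-plate cutoff, the mean of that plate's test compounds plus 3 SD, cut at about 27% in these data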;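 note: 0% = acetylcholine EC80 with DMSO and 100% = DMSO without agonist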
CRFR2-BP antag: antagonists of CRF-binding protein/CRF-R2 receptor complex. HEK293 CRF-R2/CRF-BP, CRF-induced calcium fluorescence. inhibition, % at 11.8 µM. actives 0.59% (n = 350,000). AID 588475;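 active = inhibition of the ligand-induced calcium signal above about 50% at the single tested concentration, limit read from the data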
M4 PAM: potentiates acetylcholine response at human M4 receptor; activation, % at 3 µM; P08173; CHO-K1 hM4/Gqi5, Fluo-8 calcium fluorescence, ACh EC20; 0% = ACh EC20, 100% = maximal ACh; AID 624126; actives 0.4% (n = 360,000);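 active = activation above its plate's cutoff, the mean activation of sample wells plus 3 SD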; note: some results filed as inactive read as strong as hits
TAAR1 ag: human TAAR1 agonism; Q96RJ0; CHO RD-HGA16 TAAR1, Fluo-8 calcium fluorescence; vehicle wells 0%, saturating PEA agonist 100%; activation, % at 3 µM; actives 0.99% (n = 360,000); AID 624467;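 active = activation above the mean activation of all test compounds in the run plus 3 SD, cut at about 38% in these data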
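Signal – calcium-sensitive Fluo-8 signal, excitation 470-495, emission 515-575 nm · System – RD-HGA16 (CHO) cells co-expressing Gα16 and hTAAR1 · Incubation – 17-24 h seeding, 75 min 37 °C dye, 30 min RT · Compound dosing – 3 µM single concentration · Repeats – no replicates (n 1)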
TAAR1 antag: antagonists of human TAAR1; Q96RJ0; inhibition, % at 3 µM; AID 624466; CHO RD-HGA16 TAAR1, Fluo-8 calcium fluorescence, antagonist; actives 1.5% (n = 360,000);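 active = inhibition above a per-plate cutoff, the mean inhibition of test compounds on that plate plus 3 SD, cut at about 49% in these data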;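 note: 0% = DMSO plus EC80 beta-PEA response and 100% = DMSO alone without agonist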
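System: CHO RD-HGA16 cells bearing hTAAR1. Reagent: EC80 β-phenethylamine stimulus. Schedule: seeding 17-24 h prior, 75-min 37 °C, 30-min RT dye loading. Signal: Fluo-8 intracellular calcium dye fluorescence, real-time kinetic reads. Read-out: % inhibition from peak post-agonist over basal fluorescence ratio. Benchmarks: vehicle wells and EC80 agonist wells. Replicates: n of 1.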
Numbers without * were called inactive; . = no result given; & = joins results of further samples.

Keys: A = CHO-K1 Ca PAM; B = CHRM5 agonist; C = CHRM5 PAM; D = CRFBP-R2 agonist; E = M5 antag; F = CRFR2-BP antag; G = M4 PAM; H = TAAR1 ag; I = TAAR1 antag
> COc1ccc(CCCNC(=O)C2Cc3c(-c4cccc(NC(C)=O)c4)ccnc3O2)cc1 (stereo not given)
  A: 18; B: 9; C: -4; D: .; E: -1; F: .; G: -4; H: 11; I: 16

> O=c1c2cccnc2n(-c2ccccc2)n1Cc1c(Cl)cccc1Cl
  A: 2; B: -2; C: -3; D: 0.2; E: 12; F: 23; G: 7; H: 3; I: 3

> Cc1cc(C)n(CCCNCC(O)c2ccccc2)n1 (stereo not given)
  A: 20&10; B: -8&-9; C: 9&7; D: -0.7&-1.8; E: 9&-8; F: 4&2; G: 2&2; H: 2&2; I: -11&3

> OCCC1CN(Cc2cccn2-c2nccs2)CCN1C1CCCCC1 (stereo not given)
  A: -1; B: -5; C: 1; D: -0.9; E: -9; F: -9; G: 4; H: 1; I: -7

> Cc1cccc(NCCC(=O)c2ccc([N+](=O)[O-])cc2)c1C
  A: 17; B: -3; C: -14; D: -1.6; E: 16; F: 1; G: -9; H: -2; I: -13

> Cc1ccc(NC(=O)c2ccccc2F)c(NC(=O)c2ccccc2F)c1
  A: 14; B: 2; C: 7; D: -1.3; E: 1; F: 0; G: -5; H: 8; I: 11

> CCC(Sc1nc(N)c(NC(=O)c2ccc(OC)cc2)c(=O)[nH]1)C(=O)O (stereo not given)
  A: 5; B: -1; C: -4; D: -2.7; E: 7; F: 20; G: -1; H: 1; I: 0

> CC(=O)Nc1ccc(N=Cc2nc(-c3ccc(C)cc3)oc2O)cc1
  A: 4; B: -7; C: 13; D: 3.0; E: 4; F: -7; G: 3; H: 4; I: 12

> CCC(C)c1ccc(O)c(NC(=S)NC(=O)c2cccs2)c1 (stereo not given)
  A: -8; B: 1; C: -2; D: -0.4; E: 7; F: -9; G: -6; H: 7; I: 23

> COc1ccc2oc(=O)c(C(=O)Nc3cccc(C)c3)cc2c1
  A: 18; B: -3; C: 1; D: 15; E: -5; F: 0; G: 6; H: -1; I: 6

> CSC1=NC2(C[C@H]2c2ccccc2)C(=O)N1C (stereo not given in full)
  A: 2; B: 3; C: -5; D: -1.6; E: 10; F: 15; G: -20; H: 1; I: -9

> COc1ccccc1-n1c(=O)c(C#N)c(-c2ccc([N+](=O)[O-])cc2)c2cc(C(=O)c3cc(F)ccc3O)cnc21
  A: -14; B: -2; C: -3; D: 0.4; E: 17; F: 19; G: -5; H: 14; I: -3

> CCCOC(=O)CSC1=C(C#N)C(c2ccccc2OC)C(C#N)C(=O)N1 (stereo not given)
  A: 0; B: -4; C: -6; D: 0.9; E: -14; F: 5; G: 2; H: 22; I: -16

> Cc1noc(C)c1-c1nc(CS(=O)(=O)c2ccc(Cl)cc2)no1
  A: -5; B: -1; C: 6; D: -0.4; E: -7; F: -5; G: -1; H: 0; I: -21

> O=C(NC(=S)Nc1ccc(Br)cc1F)C1CCCCC1
  A: 16; B: 2; C: 1; D: -0.8; E: 6; F: -18; G: 6; H: 6; I: -20

> O=C(c1cnn(-c2ccccc2)c1)c1cc(Br)ccc1O
  A: -5; B: -2; C: 4; D: 0.2; E: -1; F: 0; G: 2; H: 2; I: -2

> CN(C)/C=N/c1c(C#N)cnn1-c1ncnc2sc(-c3ccccc3)cc12
  A: 7; B: -5; C: -13; D: 1.4; E: 11; F: -63; G: -10; H: 6; I: 22

> Cc1ccc(S(=O)(=O)Nc2ccc3ncccc3c2[N+](=O)[O-])cc1
  A: 30; B: -4; C: -1; D: -5.6; E: 13; F: 33; G: 1; H: -2; I: 6

> COc1ccc(CNC(=O)[C@@H](NC(=O)C2CCN(C(=O)[C@@H](N)CC(C)C)CC2)C(C)C)cc1
  A: -1; B: 2; C: -1; D: 0.6; E: 5; F: -1; G: 0; H: 1; I: -18

> CC(C)(C)c1ccc(C(O)c2ncc(-c3ccccc3F)[nH]2)cc1 (stereo not given)
  A: -10; B: 0; C: -1; D: .; E: -3; F: .; G: 1; H: 3; I: 19

> CC(C)Sc1nc2c([nH]1)c(=N)ncn2Cc1ccccc1
  A: 24; B: 1; C: 6; D: 13; E: 0; F: 4; G: -2; H: -1; I: 15

> CCOC(=O)C1(C(=O)OCC)C(c2ccccc2)CC(O)N1C(C)=O (stereo not given)
  A: 23; B: -2; C: 6; D: -4.0; E: -4; F: -2; G: 0; H: 8; I: -4

> COc1ccc(CC(=O)NNC(=S)NCC2CC2)cc1OC
  A: -20; B: 4; C: 4; D: -3.2; E: -2; F: 19; G: -5; H: 3; I: -2

> CC(=O)c1ccc(N2CCN(C(=O)C3CCCN3S(=O)(=O)c3cccc4nsnc34)CC2)cc1 (stereo not given)
  A: 3; B: 2; C: 5; D: 0.8; E: -20; F: -7; G: 0; H: 3; I: -5

> O=C(Nc1ccc(S(=O)(=O)Nc2ncccn2)cc1)c1ccc(F)c(S(=O)(=O)N2CCOCC2)c1
  A: 2; B: -4; C: 5; D: 0.7; E: -10; F: -8; G: 6; H: 1; I: 9

Six entries already listed, ordered by molecular weight, descending.
Keys: A = CHO-K1 Ca PAM; B = CHRM5 agonist; C = CHRM5 PAM; D = CRFBP-R2 agonist; E = M5 antag; F = CRFR2-BP antag; G = M4 PAM; H = TAAR1 ag; I = TAAR1 antag
> CCCOC(=O)CSC1=C(C#N)C(c2ccccc2OC)C(C#N)C(=O)N1 (stereo not given)
  A: 0; B: -4; C: -6; D: 0.9; E: -14; F: 5; G: 2; H: 22; I: -16

> O=c1c2cccnc2n(-c2ccccc2)n1Cc1c(Cl)cccc1Cl
  A: 2; B: -2; C: -3; D: 0.2; E: 12; F: 23; G: 7; H: 3; I: 3

> Cc1ccc(NC(=O)c2ccccc2F)c(NC(=O)c2ccccc2F)c1
  A: 14; B: 2; C: 7; D: -1.3; E: 1; F: 0; G: -5; H: 8; I: 11

> Cc1ccc(S(=O)(=O)Nc2ccc3ncccc3c2[N+](=O)[O-])cc1
  A: 30; B: -4; C: -1; D: -5.6; E: 13; F: 33; G: 1; H: -2; I: 6

> CC(C)(C)c1ccc(C(O)c2ncc(-c3ccccc3F)[nH]2)cc1 (stereo not given)
  A: -10; B: 0; C: -1; D: .; E: -3; F: .; G: 1; H: 3; I: 19

> Cc1cc(C)n(CCCNCC(O)c2ccccc2)n1 (stereo not given)
  A: 20&10; B: -8&-9; C: 9&7; D: -0.7&-1.8; E: 9&-8; F: 4&2; G: 2&2; H: 2&2; I: -11&3

Copied from the list:
`CC(C)(C)c1ccc(C(O)c2ncc(-c3ccccc3F)[nH]2)cc1` (stereo not given) in CHRM5 PAM is listed with -1
`Cc1cccc(NCCC(=O)c2ccc([N+](=O)[O-])cc2)c1C` in CHRM5 agonist is listed with -3

Assay outcomes as filed in PubChem BioAssay.

An unsorted share of the library. About 4.2% of those tested had a hit in this group.
